Screens: PubChem BioAssay, several laboratories
Mtb UGM inh: blocks M. tuberculosis UGM enzyme; AID 504406; P9WIQ1; inhibition, % at 10 µM; purified UGM, fluorescence polarization probe displacement; 320,000 tested, 0.06% active; in the data active means inhibition above about 10%, passing the limit was not always enough; inconclusive means no clear call, values can overlap the other calls
GDH-TPI inh: counter-screen for M. tuberculosis FBA inhibitors: GDH-TPI coupled enzymes. inhibition, % at 4.8 µM. GDH-TPI coupled enzyme counterscreen, NADH absorbance. 360,000 tested, 1.2% active; in the data active means inhibition above about 30%;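 further: 0% = DMSO wells and 100% = wells lacking the enzyme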
FBA Mtb inh: Mtb fructose-bisphosphate aldolase inhibition; P9WQA3; purified M. tuberculosis FBA, fluorescence read-out; inhibition, % at 1 µM; 360,000 tested, 2.3% active; in the data active means inhibition above about 27%;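 further: 0% = vehicle and 100% = reference inhibitor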
Anthrax LF inh2: inhibitors of Bacillus anthracis lethal factor protease. P15917. multiplex microsphere protease cleavage assay, LF. inhibition, % at 10 µM. 360,000 tested, 0.12% active; further: plate controls were buffer without enzyme for full effect and enzyme alone for no effect
Target sequence (P15917 whole entry, looked up): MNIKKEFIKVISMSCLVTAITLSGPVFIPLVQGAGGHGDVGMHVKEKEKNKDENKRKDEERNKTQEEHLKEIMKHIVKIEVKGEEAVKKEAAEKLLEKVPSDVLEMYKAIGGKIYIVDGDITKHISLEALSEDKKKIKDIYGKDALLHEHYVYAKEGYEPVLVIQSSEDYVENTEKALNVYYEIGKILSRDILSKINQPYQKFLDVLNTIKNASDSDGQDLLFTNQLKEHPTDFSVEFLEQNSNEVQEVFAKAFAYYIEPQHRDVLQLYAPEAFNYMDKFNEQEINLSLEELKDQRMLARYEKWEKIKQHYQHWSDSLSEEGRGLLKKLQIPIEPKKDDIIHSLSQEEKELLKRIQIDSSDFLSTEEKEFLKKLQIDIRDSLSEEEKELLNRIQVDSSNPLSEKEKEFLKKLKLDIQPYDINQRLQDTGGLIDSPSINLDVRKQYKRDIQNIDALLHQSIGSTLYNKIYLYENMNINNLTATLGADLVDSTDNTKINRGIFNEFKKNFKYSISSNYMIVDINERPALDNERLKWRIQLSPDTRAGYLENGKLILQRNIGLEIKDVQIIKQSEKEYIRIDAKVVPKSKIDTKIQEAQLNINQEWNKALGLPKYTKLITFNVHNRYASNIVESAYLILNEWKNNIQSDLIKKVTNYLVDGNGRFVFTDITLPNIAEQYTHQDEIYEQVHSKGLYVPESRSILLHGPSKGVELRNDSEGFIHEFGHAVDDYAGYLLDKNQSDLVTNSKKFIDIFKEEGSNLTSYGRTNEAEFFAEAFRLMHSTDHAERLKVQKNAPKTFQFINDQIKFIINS
BoNT A protease: BoNT A light chain protease inhibition; inhibition, % at 10 µM; 360,000 tested, 0.17% active; multiplex microsphere protease substrate cleavage, flow cytometry; AID 588499; further: plate controls were buffer without enzyme for full effect and enzyme alone for no effect
FadD28 FP inh: M. tuberculosis FadD28 bisubstrate binding inhibition. FadD28 bisubstrate probe binding, fluorescence polarization. inhibition, % at 12.5 µM. 360,000 tested, 0.22% active; in the data active means inhibition above about 8.5%, passing the limit was not always enough; inconclusive means no clear call, values can overlap the other calls
BoNT-F LC inh: inhibitors of Botulinum neurotoxin F light chain protease. 360,000 tested, 0.22% active. inhibition, % at 10 µM. AID 588497. Multiplex microsphere protease cleavage assay, flow cytometry; in the data active means inhibition above about 35%, passing the limit was not always enough; inconclusive means no clear call, values can overlap the other calls; further: plate controls were buffer without enzyme for full effect and enzyme alone for no effect
PfHsp40 yeast: restores yeast growth despite PfHsp40 toxicity. 340,000 tested, 0.68% active. S. cerevisiae expressing PfHsp40, growth rescue, ATP luminescence. growth rescue, % at 12.5 µM; in the data active means growth rescue above about 28%, passing the limit was not always enough; inconclusive means no clear call, values can overlap the other calls;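 further: yeast W303a lacking pdr1 and pdr3 grown in galactose medium; growth measured after three days at 30 °C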
Mtb BioA inh: BioA (M. tuberculosis) enzyme inhibition; 360,000 tested, 0.096% active; AID 602481; inhibition, % at 9.99 µM; purified M. tuberculosis BioA enzyme, plate reader; in the data active means inhibition above about 40%; inconclusive means no clear call, values can overlap the other calls
* = called active by the depositor. Unless noted, no stated cut-off is given here; in the data, active means inhibition above about 30%; inconclusive means no clear call, values can overlap the other calls; inactive means below that.

`CCOC(=O)c1c(C)cc(O)cc1O` gave GDH-TPI inh -14, FBA Mtb inh -2, Anthrax LF inh2 -6, BoNT A protease -0.1, FadD28 FP inh -2.5, BoNT-F LC inh -2, PfHsp40 yeast 0.7 and Mtb BioA inh -1.6.
Screening CCOC(=O)CN(c1ccccn1)S(=O)(=O)c1ccc(OC)cc1 returned Mtb UGM inh 5.7, GDH-TPI inh 13, FBA Mtb inh 46*, Anthrax LF inh2 -3, BoNT A protease -1.9, FadD28 FP inh -0.3, BoNT-F LC inh 4 and PfHsp40 yeast -0.8.
For O=C(NCC(=O)N1CCC2(CC1)NCCc1[nH]cnc12)c1ccc2ccccc2c1 the results were Mtb UGM inh -1.1, GDH-TPI inh 7, FBA Mtb inh 2, Anthrax LF inh2 1, BoNT A protease 0.9, FadD28 FP inh -1.0, BoNT-F LC inh 3, PfHsp40 yeast -0.9 and Mtb BioA inh -1.0.
For CCOc1ccc(C(c2c(NC(=O)c3ccco3)sc(C)c2C)N2CCOCC2)cc1 (configuration not stated) the results were Mtb UGM inh -6.0, GDH-TPI inh 26, FBA Mtb inh 6, Anthrax LF inh2 -8, BoNT A protease -0.9, FadD28 FP inh -0.2, BoNT-F LC inh -2, PfHsp40 yeast -0.4 and Mtb BioA inh 6.7.
For COc1ccc(Cc2c(N)nc(N)nc2N)cc1 the results were Mtb UGM inh 6.2, GDH-TPI inh 1, FBA Mtb inh -2, Anthrax LF inh2 -10, BoNT A protease -0.5, FadD28 FP inh 0.4, BoNT-F LC inh -2, PfHsp40 yeast 1.6 and Mtb BioA inh -2.7.
Screening CC(/C=C/c1ccc2c(c1)OCO2)=N\NC(=O)COc1ccccc1C returned Mtb UGM inh 3.5, GDH-TPI inh 23, FBA Mtb inh -1, Anthrax LF inh2 5, BoNT A protease 0.1, FadD28 FP inh -2.5, BoNT-F LC inh 7, PfHsp40 yeast 0.6 and Mtb BioA inh -1.0.
Screening COc1ccc(-c2noc(CCCOc3ccccc3)n2)cc1OC returned Mtb UGM inh 2.1, GDH-TPI inh 0, FBA Mtb inh 1, Anthrax LF inh2 1, BoNT A protease -0.7, FadD28 FP inh 4.3, BoNT-F LC inh -12, PfHsp40 yeast 0.6 and Mtb BioA inh -0.1.
Cc1cccc(-c2nc(CS(=O)CC(=O)N3CCCCC3)c(C)o2)c1 (configuration not stated) was read as Mtb UGM inh -2.9, GDH-TPI inh -12, FBA Mtb inh -3, Anthrax LF inh2 3, BoNT A protease -0.3, FadD28 FP inh -3.0, BoNT-F LC inh -6, PfHsp40 yeast 1.2 and Mtb BioA inh -0.2.
`Cc1ccc(NC(=O)c2ccc3c(c2)OCCO3)cc1` gave Mtb UGM inh -2.6, GDH-TPI inh 10, FBA Mtb inh 1, Anthrax LF inh2 -11, BoNT A protease -0.6, FadD28 FP inh -0.3, BoNT-F LC inh -4, PfHsp40 yeast 1.0 and Mtb BioA inh -2.4.
`O=C(N/N=C/c1ccc(OC(=O)c2cccs2)cc1)c1cccc(F)c1` gave Mtb UGM inh -2.7, GDH-TPI inh 25, FBA Mtb inh -1, Anthrax LF inh2 0, BoNT A protease -0.5, FadD28 FP inh -1.3, BoNT-F LC inh 2, PfHsp40 yeast -0.9 and Mtb BioA inh -1.2.
Screening Cc1nc2c(cnn2-c2ccccc2Cl)c(=O)n1-c1ccc(N2CCC(C)CC2)cc1 returned Mtb UGM inh -0.8, GDH-TPI inh -3, FBA Mtb inh 3, Anthrax LF inh2 -6, BoNT A protease 1.1, FadD28 FP inh -4.0, BoNT-F LC inh -23, PfHsp40 yeast 1.5 and Mtb BioA inh -3.2.
Screening CC(=O)c1ccc(-c2cc([C@H]3[C@H]4C=CC[C@@H](C)[C@@H]4C(=O)N3Cc3ccccc3)ccc2F)cc1 returned Mtb UGM inh 0.7, GDH-TPI inh 3, FBA Mtb inh -3, Anthrax LF inh2 2, BoNT A protease -0.4, FadD28 FP inh -4.4, BoNT-F LC inh -7, PfHsp40 yeast 3.9 and Mtb BioA inh 0.6.
`CCOC(=O)c1c(-c2ccccc2)csc1NC(=O)C(C)NCc1ccco1` (configuration not stated) gave Mtb UGM inh -0.1, GDH-TPI inh 7, FBA Mtb inh -1, Anthrax LF inh2 -5, BoNT A protease -0.7, FadD28 FP inh -1.1, BoNT-F LC inh -6 and PfHsp40 yeast -0.3.
NC(=O)Cn1cc(/C=N\NS(=O)(=O)c2cccc([N+](=O)[O-])c2)c2ccccc21 was read as Mtb UGM inh 0.8, GDH-TPI inh 19, FBA Mtb inh -2, Anthrax LF inh2 -1, BoNT A protease -2.1, FadD28 FP inh -0.2, BoNT-F LC inh -3, PfHsp40 yeast 1.4 and Mtb BioA inh -0.3.
Screening COc1ccc(C2CC(=O)c3c(C)nc(N4CCN(Cc5ccccc5)CC4)nc3C2)cc1OC (configuration not stated) returned Mtb UGM inh 2.9, GDH-TPI inh 14, FBA Mtb inh -2, Anthrax LF inh2 -10, BoNT A protease 0.3, FadD28 FP inh -2.7, BoNT-F LC inh -2, PfHsp40 yeast -0.4 and Mtb BioA inh -1.5.
For COCCN(C(=O)COC(=O)Cc1c[nH]c2ccccc12)c1c(N)n(Cc2ccccc2)c(=O)[nH]c1=O the results were Mtb UGM inh -1.6, GDH-TPI inh 5, FBA Mtb inh -2, FadD28 FP inh -3.5, PfHsp40 yeast -0.6 and Mtb BioA inh 0.4.
Screening O=S(=O)(c1ccccc1)N1CCN(C(=S)Nc2ccccc2)CC1 returned Mtb UGM inh 2.7, GDH-TPI inh -4, FBA Mtb inh -2, Anthrax LF inh2 1, BoNT A protease 1.7, FadD28 FP inh -3.4, BoNT-F LC inh 5, PfHsp40 yeast 0.6 and Mtb BioA inh 0.6.
`COc1ccc(CN2C3CCCC2CC(NC(=O)/C=C/c2ccccc2)C3)cc1` (configuration not stated) gave Mtb UGM inh -0.5, GDH-TPI inh -1, FBA Mtb inh 0, Anthrax LF inh2 0, BoNT A protease 0.3, FadD28 FP inh -2.7, BoNT-F LC inh 2, PfHsp40 yeast -0.8 and Mtb BioA inh 0.5.
`Cc1ccc(CN(C)C[C@H]2OCc3cnnn3CCCC(=O)N([C@@H](C)CO)C[C@@H]2C)cc1` gave GDH-TPI inh 10, FBA Mtb inh 1, Anthrax LF inh2 -2, BoNT A protease -0.2, FadD28 FP inh -0.8, BoNT-F LC inh 5 and Mtb BioA inh -1.5.
`CCOC(=O)N1CCN(C(=O)CCSc2ccccc2)CC1` gave Mtb UGM inh 0.3, GDH-TPI inh -2, FBA Mtb inh 123*, Anthrax LF inh2 7, BoNT A protease 0.0, FadD28 FP inh -1.0, BoNT-F LC inh 4, PfHsp40 yeast -1.4 and Mtb BioA inh -0.4.
For O=C(Nc1ccccc1F)c1cc(S(=O)(=O)N2CCOCC2)ccc1N1CCOCC1 the results were GDH-TPI inh 10, FBA Mtb inh -2, Anthrax LF inh2 -1, BoNT A protease -3.3, FadD28 FP inh -2.0, BoNT-F LC inh -4, PfHsp40 yeast -1.1 and Mtb BioA inh 0.5.
`O=C(CN1C(=O)NC2NC(=O)NC21)N/N=C/c1ccccc1O` (configuration not stated) gave Mtb UGM inh -1.0, GDH-TPI inh 6, FBA Mtb inh 11, Anthrax LF inh2 1, BoNT A protease -0.1, FadD28 FP inh -1.0, BoNT-F LC inh -6 and PfHsp40 yeast -0.5.
For Cc1noc(C)c1CC(=O)Nc1ccc2c(c1)OCO2 the results were GDH-TPI inh 2, FBA Mtb inh 1, Anthrax LF inh2 3, BoNT A protease 2.1, FadD28 FP inh -0.2, BoNT-F LC inh 3, PfHsp40 yeast -1.8 and Mtb BioA inh 0.9.
`COc1ccc(NC(=O)CSc2nc3nc(-c4cccs4)cc(C(F)(F)F)c3c(=O)[nH]2)c(OC)c1` gave Mtb UGM inh -1.8, GDH-TPI inh 9, FBA Mtb inh 19, Anthrax LF inh2 0, BoNT A protease 1.1, FadD28 FP inh -0.2, BoNT-F LC inh 1, PfHsp40 yeast 0.9 and Mtb BioA inh -3.2.

Sorted by molar mass (low to high): three of the compounds above
NC(=O)Cn1cc(/C=N\NS(=O)(=O)c2cccc([N+](=O)[O-])c2)c2ccccc21 was read as Mtb UGM inh 0.8, GDH-TPI inh 19, FBA Mtb inh -2, Anthrax LF inh2 -1, BoNT A protease -2.1, FadD28 FP inh -0.2, BoNT-F LC inh -3, PfHsp40 yeast 1.4 and Mtb BioA inh -0.3.
`Cc1ccc(CN(C)C[C@H]2OCc3cnnn3CCCC(=O)N([C@@H](C)CO)C[C@@H]2C)cc1` gave GDH-TPI inh 10, FBA Mtb inh 1, Anthrax LF inh2 -2, BoNT A protease -0.2, FadD28 FP inh -0.8, BoNT-F LC inh 5 and Mtb BioA inh -1.5.
Screening COc1ccc(C2CC(=O)c3c(C)nc(N4CCN(Cc5ccccc5)CC4)nc3C2)cc1OC (configuration not stated) returned Mtb UGM inh 2.9, GDH-TPI inh 14, FBA Mtb inh -2, Anthrax LF inh2 -10, BoNT A protease 0.3, FadD28 FP inh -2.7, BoNT-F LC inh -2, PfHsp40 yeast -0.4 and Mtb BioA inh -1.5.

(continued)
For COc1ccc(Cl)cc1Cn1c(C)c(C(=O)NCc2ccc(C#N)cc2)sc1=O the results were GDH-TPI inh 8, FBA Mtb inh 0, Anthrax LF inh2 1, BoNT A protease -1.1, FadD28 FP inh -7.1, BoNT-F LC inh -1 and Mtb BioA inh -0.7.
Cc1c(C(=O)NC(=S)NCC(C)C)oc2ccccc12 was read as Mtb UGM inh -1.1, GDH-TPI inh 1, FBA Mtb inh -1, Anthrax LF inh2 0, BoNT A protease -0.3, FadD28 FP inh -0.8, BoNT-F LC inh 1, PfHsp40 yeast 0.0 and Mtb BioA inh -1.0.
Screening Cc1occc1-c1nnc(SCC(=O)c2ccc(F)cc2)o1 returned Mtb UGM inh -0.8, GDH-TPI inh -2, FBA Mtb inh 6, Anthrax LF inh2 -9, BoNT A protease -1.3, FadD28 FP inh -0.7, BoNT-F LC inh 4, PfHsp40 yeast 0.2 and Mtb BioA inh -0.3.
For O=C(COC(=O)c1ccco1)NCc1ccco1 the results were Mtb UGM inh -1.5, GDH-TPI inh 2, FBA Mtb inh -9, Anthrax LF inh2 -4, BoNT A protease 0.0, FadD28 FP inh -0.7, BoNT-F LC inh 18, PfHsp40 yeast 1.8 and Mtb BioA inh 1.0.
For CC1CCN(CC(=O)NC(=O)NCc2ccccc2)CC1 the results were Mtb UGM inh -0.3, GDH-TPI inh -1, FBA Mtb inh 7, Anthrax LF inh2 -12, BoNT A protease -1.7, FadD28 FP inh 1.2, BoNT-F LC inh -6, PfHsp40 yeast 0.9 and Mtb BioA inh 0.1.
`Cc1nc2ccc(Cl)cc2nc1C` gave Mtb UGM inh 0.5, GDH-TPI inh 4, FBA Mtb inh -2, Anthrax LF inh2 5, BoNT A protease inconclusive, FadD28 FP inh -2.3, BoNT-F LC inh inconclusive and PfHsp40 yeast 0.8.
CCC(C)C(NC(=O)c1ccccc1)C(=O)N1CCN(C(=O)c2ccccc2)CC1 (configuration not stated) was read as GDH-TPI inh 11, FBA Mtb inh 1, Anthrax LF inh2 0, BoNT A protease -0.3, FadD28 FP inh 1.4, BoNT-F LC inh -2 and Mtb BioA inh -0.6.
Screening CC(=O)Nc1cccc(NC(=O)CSc2nnc3ccc(-c4cccnc4)nn23)c1 returned Mtb UGM inh 0.3, GDH-TPI inh 13, FBA Mtb inh 4, Anthrax LF inh2 -7, BoNT A protease 2.2, FadD28 FP inh -1.9, BoNT-F LC inh 2 and PfHsp40 yeast -0.6.
Screening O=C1C2CCCN2C(=S)N1c1ccccc1 (configuration not stated) returned Mtb UGM inh 0.8, GDH-TPI inh 1, FBA Mtb inh 1, Anthrax LF inh2 -2, BoNT A protease -5.0, FadD28 FP inh -1.7, BoNT-F LC inh inconclusive, PfHsp40 yeast -0.3 and Mtb BioA inh -1.6.
Screening COc1ccc(Cl)cc1NC(=S)NNC(=O)c1cccs1 returned Mtb UGM inh 3.2, GDH-TPI inh 11, FBA Mtb inh 4, Anthrax LF inh2 -2, BoNT A protease -0.4, FadD28 FP inh -0.5, BoNT-F LC inh 4 and PfHsp40 yeast 1.3.

This is a random part of the collection, and some 4.7% of all compounds hit somewhere here.
